Nrf2 inh – blocks Nrf2 signaling; A549 ARE-Fluc reporter, luciferase luminescence, 18-24 h; Potency, µM (doses to about 46 µM), inactives show top-dose activity change, negative = inhibition, usual class: inhibitors; actives 2.1% (n = 360,000); AID 504444; also: potency is read from the fitted curve at half-maximal effect; % is scaled to controls: 0 for no effect and ±100 for the full control effect; nearly all actives have a fitted effect of over 60% in size
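Cells were seeded and rested 2 h, then exposed to compounds for 18-24 h. CellTiter-Fluor was read first as a viability measure. BugLite was added 15 min before the final luminescent read of ARE-luciferase activity in A549 cells.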
Abeta yeast res – A-beta toxicity reversal in yeast; actives 0.063% (n = 410,000); Potency, µM (top dose mostly 46.1 µM), for the others: top-dose growth rescue, usual class: activators; yeast expressing A-beta42, growth rescue, OD600, 48 h; response scale: 0% DMSO, 100% iron-clioquinol control; AID 1347071; also: potency is read from the fitted curve at half-maximal effect; nearly all actives have a fitted effect of over 55% in size
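Yeast growth medium received pinned compounds, then yeast cells expressing toxic A-beta were added; plates incubated at 30 C for 48 hr. Growth read as absorbance at 600 nm, normalized to DMSO and equimolar FeCl3 plus clioquinol controls.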
CCT chaperon mod – cytosolic chaperonin activity modulation. actives 0.3% (n = 360,000). AID 651819. activity change, % (no concentration beside the values), hits read low. purified chaperonin ATPase assay, HTRF ADP detection, 30 min; in the data active = activity change below about -30%; also: % is scaled to controls: 0 for no effect and ±100 for the full control effect
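First, chaperonin was dispensed at 40 nM or 20 nM final depending on batch activity. Next, compounds were pinned at 76 uM and ATP added at 10 uM. After 30 min at 37 °C, ADP detection reagents ran 30 min at ambient temperature.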
HepG2 tox – kills HepG2 cells in TGF-b inhibitor counter-screen | HepG2 CAGA-GFP viability, ATP luminescence, 18 h | Potency, µM (doses to about 46.1 µM), inactives show at the highest dose activity change, negative = cytotoxicity, hits mostly cytotoxic | actives 0.76% (n = 410,000) | AID 588856; also: potency is read from the fitted curve at half-maximal effect; some results filed as inactive show a strong effect at the top dose
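HepG2 CAGA-GFP cells (1000/well, DMEM with 1% FBS) received compound, then TGF-beta at 500 pg/mL final, and were incubated 18 hours at 37 degrees C. Viability was read by CellTiter-Glo luminescence. Media-only wells were set as complete cell-killing and DMSO as no toxicity.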
A549 viability – counter-screen for Nrf2 inhibitors: cytotoxicity in A549 cells; AID 504648; A549 ARE-Fluc cells, CellTiter-Fluor viability, 18-24 h; Potency, µM (doses to about 46 µM), without a hit: top-dose activity change, negative = cytotoxicity, hits mostly inhibitors; actives 0.16% (n = 390,000); also: potency is read from the fitted curve at half-maximal effect; % is scaled to controls: 0 for no effect and ±100 for the full control effect
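Cytotoxicity counterscreen: CellTiter-Fluor fluorescence was measured in A549 ARE_Fluc cells after 18-24 h of compound exposure in a concentration series. The subsequent BugLite luminescent read reports ARE-luciferase activity.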
TGFb inhibitor – TGF-b pathway inhibition; HepG2 CAGA-GFP TGF-b/SMAD3 reporter, GFP fluorescence, 18 h; TGF-beta stimulated, 500 pg/mL final; Potency, µM (series often up to 46.1 µM), for inactives: top-dose activity, negative = inhibition, hits mostly inhibitors; actives 1.2% (n = 410,000); AID 588855; also: potency is read from the fitted curve at half-maximal effect; % is scaled to controls: 0 for no effect and ±100 for the full control effect; nearly all actives have a fitted effect of over 65% in size
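TGF-beta reporter screen: HEPG2 CAGA-GFP, 1% FBS, 500 pg/mL TGF-beta final, 18 h; per-cell GFP summed per well; curves fitted and categorized by class.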
Akt phos inh – inhibitors of Akt phosphorylation; Neuro2A IGF-stimulated pAkt S473 HTRF, 20 min; stronger effect = lower value; activity change, % for hits at 50 µM; actives 0.32% (n = 360,000); in the data active = activity change below about -80%; inconclusive = mostly about -51% to -80%; also: % is scaled to controls: 0 for no effect and ±100 for the full control effect
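Neuro2A cells in DMEM with 0.5% FBS, overnight at 37 deg C, given compound at single 50 µM final, then IGF (6 nM final) for 20 min at 37 deg C. Lysed; phospho-Akt Ser473 by HTRF after 24 h, 665/615 ratio.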
Nrf2 activator – Nrf2 pathway activation | AREc32 ARE-luciferase reporter (MCF7-derived line), luminescence, 24 h | Potency, µM (series often up to 46.1 µM), inactives show at the highest dose activation, usual class: activators | actives 0.31% (n = 410,000); also: potency is read from the fitted curve at half-maximal effect; % of control where 0% means no effect; nearly all actives have a fitted effect of over 65% in size
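Reporter line AREc32 (ARE-Fluc), seeded overnight in OPTI-MEM with 5% FBS; compound pin-transferred, 24 hr at 37 deg C, 5% CO2; luminescent read-out.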
MmCpn inh – inhibitors of Methanococcus maripaludis chaperonin (MmCpn). purified Mm-Cpn ATPase, ADP Transcreener TR-FRET. Potency, µM (highest dose often 76.9 µM), for inactives: top-dose activity, negative = inhibition, actives largely listed as inhibitors. actives 0.031% (n = 330,000). AID 504842; also: potency is read from the fitted curve at half-maximal effect; % is scaled to controls: 0 for no effect and ±100 for the full control effect; nearly all actives have a fitted effect of over 80% in size
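Measured: ADP formation by purified Mm-CPN. Conditions: 25 nM protein, 10 uM ATP, Tris pH 7.4 with Mg2+, K+ and DTT, 37°C for 30 min. Detection: Transcreener HTRF after 30 min at room temperature.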
* marks the source's active call; other numbers are inactive results; i = inactive; ? = inconclusive; · = no result given; & = joins results of further samples; [ ] = remark or other dose. Unless noted, calls follow the shape of the dose curve; as a rule, active = well fitted curve in the direction sought with a large enough effect; inconclusive = small, poorly fitted or top-dose-only effect, or another doubt; inactive = no such curve, though single readings can be large; an effect the other way counts as inactive or inconclusive. The order is random; overall some 4.3% were active at least once.

SMILES	Nrf2 inh	Abeta yeast res	CCT chaperon mod	HepG2 tox	A549 viability	TGFb inhibitor	Akt phos inh	Nrf2 activator	MmCpn inh
CCOc1ccccc1C(=O)NCC(=O)NCc1ccc(S(=O)(=O)N2CCOCC2)cc1	?	-16.6%	0.5	-15.0%	0.6%	3.1%	i	-1.1%	0.0%
O=C(Nc1ccc(-c2csc(Nc3cccc(C(F)(F)F)c3)n2)cc1)c1cc([N+](=O)[O-])cc(C(F)(F)F)c1	?	9.5%	1.0	-6.1%	-6.1%	-14.6%	i	1.1%	-3.0%
COc1ccc(CCn2c(N)c(S(=O)(=O)c3cccs3)c3nc4ccccc4nc32)cc1OC	?	4.2%	2.2	-0.7%	-1.8%	-16.9%	i	0.0%	-4.3%
COc1ccc2c(c1)c(=O)c(C(=O)c1ccccc1)cn2Cc1ccc(C)cc1	?	7.0%	-0.4	-27.1%	-12.1%	-22.3%	i	-0.4%	-0.7%
COc1ccc(-n2c(C)c(C)c3c(NCCCO)ncnc32)cc1	8.9%	-15.8%	-2.6	-30.6%	1.6%	-26.0%	i	3.8%	0.3%
CCCc1ccc(C2Sc3ccccc3NC3=C2C(=O)c2ccccc23)cc1 (centres undefined)	?	-14.2%	·	-39.3%	?	?	·	-2.9%	·
COc1cc(OC)cc(C(=O)NCC(=O)N2CCN(Cc3ccccc3)CC2)c1	3.8%	-4.1%	0.8	0.4%	3.6%	0.5%	i	-1.0%	0.4%
Cc1cc(Cl)ccc1OCc1nnc2n1CCCCC2	-3.4%	7.8%	-0.6	-4.5%	7.4%	0.4%	i	3.4%	-1.6%
Cc1ccc(-c2[nH]c(-c3ccc(C(=O)O)cc3)nc2-c2ccccc2)cc1	-14.1%	0.0%	-1.4	-22.9%	2.0%	-24.4%	i	-0.2%	-9.6%
Cc1cc(-c2nnc3n2CCCCC3)c(C)n1-c1ccccc1	7.1%&12.3%	4.6%	-0.3	12.4%	7.5%&-0.1%	8.0%	i	5.5%	0.9%
COc1ccc(Cl)cc1NC(=O)COC(=O)CNC(=O)c1ccc([N+](=O)[O-])c(C)c1	12.3%	23.8%	-1.3	-2.2%	0.9%	-5.2%	i	-0.3%	2.8%
COc1ccc(OC)c(-c2csc(-c3cccs3)n2)c1	?	-36.0%[inhibitor]	-0.6	-38.0%	3.2%	-8.0%	i	?	-21.6%
Cc1ccccc1NC(=O)Nc1ccc2c(c1)OCO2	?	-15.1%	-7.7	-37.4%	0.8%	11.9%	i	-0.8%	3.1%
CCCn1c(=O)c(C(=O)Nc2ccccc2C)c(O)c2ccccc21	3.2%	-5.6%	-2.2	-0.3%	6.5%	15.3%	i	13.1%	1.7%
CC(OC(=O)c1cc[n+]([O-])cc1)C(=O)Nc1ccc(C(N)=O)cc1 (centres undefined)	5.6%	2.9%	0.9	-12.8%	0.2%	9.1%	i	-0.2%	-4.9%
CC(C)N(C(=O)C(F)(F)F)C(C(=O)NC1CCCCC1)c1ccncc1 (centres undefined)	-8.7%	14.5%	0.2	0.2%	3.2%	0.0%	i	0.4%	1.4%
c1nc(N2CCN(Cc3ccc4c(c3)OCO4)CC2)c2[nH]cnc2n1	7.5%	-6.9%	0.8	2.8%	10.2%	-0.9%	i	-0.8%	0.6%
CCNC(=O)C1CCCN(C(=O)c2ccco2)CC1 (centres undefined)	·	-15.3%	0.9	-38.7%	·	?	i	-0.2%	·
CCCCN(C(=O)c1ccc(S(=O)(=O)N2CCCC2)cc1)C1CCS(=O)(=O)C1 (centres undefined)	?	-12.3%	3.9	-8.5%	6.1%	7.1%	i	0.4%	0.8%
CC(=O)NCCc1nc2ccccc2n1CCCCOc1ccc(Cl)cc1	?	-19.2%	·	-41.1%	1.5%	?	·	7.2%	·
O=C(CN1C(=O)c2ccccc2C1=O)Nc1ccc(N2CCOCC2)cc1	-3.6%	-10.3%	0.0	8.1%	-4.9%	6.9%	i	0.0%	2.0%
CCOCCCNC(=O)C1CCN(C(=O)Nc2ccc(C)cc2)CC1	18.6%	15.1%	-0.3	-2.8%	2.4%	?	i	0.2%	-10.7%
COc1ccc(OC)c(C2c3c(-c4ccc(Br)cc4)n[nH]c3C(=O)N2c2ccc(Cl)cc2)c1 (centres undefined)	?	-9.7%	·	11.2µM*	-13.5%	3.98µM*	·	-1.2%	·
O=C(Nc1cccc(Cl)c1N1CCCC1)c1ccc([N+](=O)[O-])o1	?	19.6%	-1.3	-24.0%	-13.9%	1.5%	i	6.8%	1.4%
CCN(CC)S(=O)(=O)c1ccc(N2CCCC2)c(NC(=O)C2=COCCO2)c1	0.7%	-2.7%	-14.3	2.7%	-5.5%	1.2%	i	-0.4%	-1.2%
CCOC(=O)N1N=C(c2ccccc2)CC1(O)C(F)(F)F (centres undefined)	·	-5.5%	0.2	-1.1%	12.2%	8.0%	i	-0.1%	0.5%
CCOC(=O)CSc1nnc(COc2cccc(C)c2)o1	23.5%	6.6%	2.3	-10.5%	4.4%	-7.7%	i	-0.3%	-0.1%
CC(C)C(=NO)c1ccccc1	2.9%	-4.2%	-1.5	17.6%	-1.3%	10.4%	i	-0.9%	·
CCCN1C(=O)/C(=C/c2cc(C)n(C)c2C)SC1=Nc1ccc(OC)cc1	?	6.9%	-2.8	5.1%	?	-2.9%	i	9.9%	2.4%
O=C(COc1ccccc1)Nc1ccccc1OCc1cc(=O)n2ccccc2n1	·	-5.9%	·	0.7%	-0.6%	-6.3%	·	0.6%	·
CN1CCN(C(=O)c2ccc3ccccc3c2)CC1	?	13.3%	-1.2	-2.2%	0.8%	7.1%	i	0.5%	-2.1%
CCn1cc(/C=C(\NC(=O)c2ccc(OC)cc2)C(=O)N2CCOCC2)c2ccccc21	-6.9%	-2.2%	1.3	1.3%	1.9%	?	i	-0.2%	?
CC1=C(C(=O)N2CCN(c3cc(C)ccc3C)CC2)C2(CCCCC2)OC1=O	-0.8%	-13.6%	-0.4	-5.7%	-0.2%	-20.0%	i	-1.1%	2.3%
COc1ccc(N(CC(=O)Nc2ccccc2C(N)=O)S(=O)(=O)c2ccc(C)c([N+](=O)[O-])c2)cc1	9.3%	1.8%	-0.2	-9.7%	1.0%	-9.4%	i	4.3%	-6.2%
CCNc1cc(N2CCOCC2)nc(SC)n1	10.4%	4.4%	1.8	1.2%	3.3%	-1.2%	i	0.2%	2.1%
CCOc1cc(Cl)c(S(=O)(=O)NCc2ccccn2)cc1Cl	?	5.3%	-2.7	0.9%	-1.9%	-15.7%	i	-0.5%	1.1%
O=C(O)CCc1nn2cc(-c3ccccc3)nc2[nH]c1=O	5.5%	21.1%	0.5	-0.8%	?	-23.4%	i	-0.1%	-11.0%
O=[N+]([O-])c1ccc(O)c(/C=N/Nc2ncnc3c2cnn3-c2ccccc2)c1	1.0%	-11.3%	1.0	-78.4%	-7.2%	?	i	3.0%	1.3%
Cc1nnc(NC(=O)CSc2ncn(-c3ccccc3)n2)s1	-8.6%	-10.2%	0.3	-11.1%	-2.7%	?	i	0.9%	0.0%
COc1ccc(/C=C/c2nc(-c3ccccc3O)n(-c3ccccc3)n2)cc1OC	-6.5%	-7.4%	·	-20.0%	0.0%	7.1%	·	6.6%	·
Cc1c(C(=O)N(Cc2ccccc2)C(C)C)oc2ccc(S(=O)(=O)N3CCOCC3)cc12	?	3.6%	0.9	-18.3%	-1.7%	-9.5%	i	-0.9%	1.3%
Cc1ccc(C(=O)NCC(c2ccco2)N2CCOCC2)cc1 (centres undefined)	3.1%	7.9%	-5.4	-8.7%	-2.4%	-8.7%	i	-0.7%	-0.1%
Cc1ccc(-c2nnc3n2N=C(c2ccccc2)CS3)cc1	-0.1%	11.2%	-2.2	5.4%	4.0%	21.0%	i	2.9%	2.0%
CCn1cc(/C=C/c2cc[n+](C)cc2)c2ccccc21	1.84µM*	-35.4%	1.0	-39.5%	-21.1%	127.4%[activator]	i	2.9%	-1.6%
Cn1c(=O)c2c(nc(NCc3ccccc3)n2CCCc2ccccc2)n(C)c1=O	?	11.0%	0.1	-17.0%	-4.2%	?	i	0.3%	-0.5%
Cc1cccc(C(=O)N[C@@H]2c3ccccc3C[C@@H]2O)n1	4.9%	-8.2%	0.1	-1.3%	-1.2%	-1.5%	i	0.4%	·
C/C(=N\NC(=O)c1cccc([N+](=O)[O-])c1)c1cccnc1	-6.9%	-7.2%	-1.8	-8.0%	0.3%	4.0%	i	-0.4%	1.9%
Cc1cc(N2CCN(C)CC2)nc2ccc(NC(=S)N3CCN(c4cccc(Cl)c4)CC3)cc12	6.6%	-5.5%	-0.1	5.1%	-1.5%	-0.3%	i	0.6%	0.7%
CN(C(=O)CS(=O)(=O)c1cccc(Cl)c1)c1ccccc1	-9.3%	4.1%	-1.4	-2.7%	0.0%	?	i	0.1%	1.0%
CN(C)c1ccc(C=NCCC2(O)CCOC(C)(C)C2)cc1 (centres undefined)	?	5.6%	-1.4	0.2%	1.0%	-8.3%	i	-0.1%	2.0%
COC(=O)c1nn(C23CC4CC(CC(C4)C2)C3)c2c1C(=O)N(c1ccc(F)cc1)C2=O	-0.4%	1.7%	-1.1	-0.1%	-11.3%	0.4%	i	-0.9%	-3.8%
COc1cc(OC)nc(/N=C/NO)n1	-8.8%	12.8%	0.1	-28.9%	1.4%	-7.7%	i	0.0%	1.0%
COc1ccc(C(=O)NNC(=O)c2cc3cccc(OC)c3oc2=O)cc1	-5.7%	-2.5%	-1.7	0.3%	0.1%	-6.3%	i	7.6%	-5.8%

From PubChem
